Lipid storage S3: qHTS Assay for Lipid Storage Modulators in Drosophila S3 Cells | Drosophila S3 cells, BODIPY lipid droplet fluorescence, 18-24 h; cells fed with added oleic acid | lipid storage change, negative = inhibition, % at the top dose, mostly 46.1 µM; hits show Potency in µM | 320,000 tested, 0.64% active | AID 2685, 2010; active = well fitted inhibition curve with a large enough effect in the signal ratio, with a control signal flat, not every such curve was filed as active; inconclusive = small, poorly fitted or top-dose-only effect, or effect the other way, or a change in a side signal; the % refers to the signal ratio
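Drosophila S3 cells loaded with oleic acid (400 uM, as added) and compounds at several concentrations; lipid droplets imaged by 488-nm laser-scanning cytometry, 500–530 nm intensity and object ratio to cell channel. Percent activity normalized to 20 uM Triacsin C.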
Lipid storage S3 cell count max: second read-out of Lipid storage S3, no call of its own (marks repeat the call); cell number change, %; measured here: cell count max response;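 cells counted by Cell Tracker Red CMTPX staining in the red channel; peak over a dose series mostly up to 46.1 µM; percent activity relative to internal control wells on each plate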
The depositor's hits bear a star; i = inactive; ? = inconclusive; · = not tested or not shown; [ ] = dose if it differs, or a comment. % is scaled to controls: 0 for no effect and ±100 for the full control effect; potency is read from the fitted curve at half-maximal effect. An excerpt, so the mix of outcomes need not match the whole.

The opening 5 records, to show the layout:
The line under a structure holds: Lipid storage S3 cell count max	Lipid storage S3
COc1ccc2nc(SCC(=O)N3CCNC3=O)[nH]c2c1
→ 6	2%
COCCCNc1ncnc2nc[nH]c12
→ ·	?
Cn1c(=NC(=O)C2CCCCC2)sc2cc([N+](=O)[O-])ccc21
→ ·	2%
CCOC(=O)c1cc(NC(=O)N(C)C2CCCCC2)c(C)nc1C
→ ·	?
Cc1ccc(C(=O)NNC(=O)CCC(=O)NCc2ccccc2)cc1Br
→ ·	?

The whole of this part, from the start:
The line under a structure holds: Lipid storage S3 cell count max	Lipid storage S3
COc1ccc2nc(SCC(=O)N3CCNC3=O)[nH]c2c1
→ 6	2%
COCCCNc1ncnc2nc[nH]c12
→ ·	?
Cn1c(=NC(=O)C2CCCCC2)sc2cc([N+](=O)[O-])ccc21
→ ·	2%
CCOC(=O)c1cc(NC(=O)N(C)C2CCCCC2)c(C)nc1C
→ ·	?
Cc1ccc(C(=O)NNC(=O)CCC(=O)NCc2ccccc2)cc1Br
→ ·	?
NC1=NC(=O)C(Cc2ccccc2)S1 (centres undefined)
→ 6	-1%
Cn1c(=O)[nH]c(=O)c2c1nc(CN1CCOCC1)n2CCCO
→ 15	2%
COc1ccc(C2CCCN2C(=S)Nc2cccc(C)c2C)cc1OC (centres undefined)
→ 1	6%
O=C(CN(c1ccc(Cl)cc1)S(=O)(=O)c1ccc(Cl)c([N+](=O)[O-])c1)NCCc1ccc(F)cc1
→ ·	?
CC(C)Nc1ncnc2c1cnn2Cc1ccccc1Cl
→ ·	i
COc1cc(/C=C2/C(=N)N3C(=NC2=O)SN=C3S(C)(=O)=O)ccc1OC(=O)c1ccco1
→ ·	?
C=CCOc1ccccc1CNc1ccccc1C
→ ·	?
CCSc1nnc(-c2ccc(S(=O)(=O)N3CCCC3)cc2)n1C
→ ·	?
O=C(NCCOc1ccccc1F)c1ccccc1SCc1ccc(F)cc1
→ ·	?
CN(C)C1=NC[C@H](Cc2ccccc2)N1CCc1cccc(F)c1
→ ·	?
O=C1CN(C(=O)COC(=O)c2ccc(Cl)cc2)c2ccccc2N1
→ ·	?
CCOc1cc2[nH]c(=O)n(CCCN3CCN(c4ccc(OC)cc4)CC3)c(=O)c2cc1OCC
→ 15	1%
CSc1ccccc1NC(=O)c1ccco1
→ ·	?
O=C(COC(=O)/C=C/c1ccc([N+](=O)[O-])cc1)NCc1ccccc1
→ 11	3%
CCOC(=O)c1ccc(NC(=O)c2nc(S(=O)(=O)Cc3ccccc3)ncc2Cl)cc1
→ ·	?
NC(N)=NS(=O)(=O)c1ccc(NC(=S)NC(=O)/C=C/c2cccs2)cc1
→ ·	?
Cc1ccc(C)c(-c2nnc(NC(=O)c3ccc([N+](=O)[O-])o3)o2)c1
→ ·	?
C=CCOc1ccc(CNc2ccc(NC(=O)CC(C)C)cc2)cc1OC
→ ·	?
CC1=NN(C(N)=S)C(=O)C1N=Nc1ccccc1C (centres undefined)
→ 2	2%
CCOC(=O)c1c(NC(=S)Nc2ccccc2)sc2c1CCN(C)C2
→ ·	?
CCCNc1ncnc2sc(C)c(C)c12
→ ·	?
O=C(NCCOc1ccccc1)c1ccccc1NC(=O)C1CCCO1 (centres undefined)
→ ·	?
COc1cccc(NC(=S)NNC(=O)Cn2nc([N+](=O)[O-])cc2C)c1
→ ·	?
CC(=O)NNC(=O)c1cc2c3ccccc3n(C)c2s1
→ -9	2%
O=C(COc1ccccc1)N(Cc1ccccc1)c1nc(-c2ccccc2)cs1
→ -12	13%
CCOc1ccc(C(C(=O)NC2CCCC2)N(CCOC)C(=O)CNC(=O)c2ccco2)cc1 (centres undefined)
→ ·	?
CCN(CC)S(=O)(=O)c1ccc2c(c1)nc(SCC(N)=O)n2-c1ccc(OC)cc1
→ ·	?
C=C(C)CSc1nnc(CCCCCNC(=O)OC(C)(C)C)o1
→ -3	-14%
Cc1nc([N+](=O)[O-])cn1CC(=O)Nc1ccc(F)c(Cl)c1
→ ·	?
COc1ccc(NC(=O)CSc2cc(C)ccc2C)cn1
→ ·	?
O=C(NNc1ccccn1)c1ccc(Cl)nc1
→ ·	?
COc1ccc(Cl)c(Cn2c(NCCCN(C)C)nc3c2c(=O)n(C)c(=O)n3C)c1
→ ·	?
COc1cc([N+](=O)[O-])cc(/C=N/N(CCC#N)C(C)=O)c1O
→ 2	3%
S=c1[nH]ncn1-c1ccccn1
→ ·	?
O=C(CNC(=O)c1ccccc1)OCc1cccc(Br)c1
→ -18	-23%
Cc1ccc2nc(N3CCN(S(=O)(=O)c4ccc(C)c(Cl)c4)CC3)c(C#N)cc2c1
→ ·	i
CCOc1ccc(CCNC(=O)Nc2ccccc2C)cc1OCC
→ ·	?
COc1cc(NC(=O)CN2CCN(c3ccccn3)CC2)cc(OC)c1OC
→ ·	i
CCOC(=O)CSc1nnc(NC(=O)c2cccc(S(=O)(=O)N3CCCC3)c2)s1
→ ·	?
Cc1cc(OCC(=O)N(C)Cc2ccccc2)cc(C)c1Cl
→ ·	?
Cc1ccc(C)c(NC(=S)NCCc2c[nH]c3ccccc23)c1
→ -8	6%
COc1ccc(N(CC(=O)NCC2CCCO2)C(=O)CCC(=O)Nc2cc(C)on2)cc1OC (centres undefined)
→ ·	?
CS(=O)(=O)N1CCC(C(=O)Nc2cccc(Br)c2)CC1
→ -14	-19%
CCOc1ccc(CN2C(=O)CC(=O)N(S(=O)(=O)c3ccc(OCC)cc3)C2=O)cc1
→ 2	4%
O=C(O)c1sccc1SCc1ccc(Cl)c(Cl)c1
→ -3	2%
O=C(COc1ccc2ccccc2c1CN1CCOCC1)N1CCc2ccccc21
→ 3	-8%
COC(=O)c1ccc(OCC(O)CN2C(=O)c3ccccc3S2(=O)=O)cc1 (centres undefined)
→ ·	?
COc1ccc(/C=N/NC(=O)c2ccoc2C)cc1COc1ccc(Cl)cc1
→ ·	?
COc1ccc(S(=O)(=O)NC(C)C(=O)NCc2cccnc2)cc1Cl (centres undefined)
→ ·	?
CC(C)(CNC(=O)c1cc(-c2ccc(Cl)s2)nc2ccccc12)N1CCOCC1
→ ·	?
CCN(CC)S(=O)(=O)c1ccc(C(=O)Nc2ccc(OCC(=O)N3CCOCC3)cc2)cc1
→ -14	16%
CS(=O)(=O)c1ccc(Cl)c(NC(=O)c2cccc(-n3cnnn3)c2)c1
→ ·	?
CCN1CCCC1CNC(=O)c1ccc2c(c1)N(Cc1cccc(Cl)c1)C(=O)c1ccccc1S2(=O)=O (centres undefined)
→ ·	?
Cc1ccc(C)n1CCN1CCN(CC(=O)Nc2cc(C(F)(F)F)ccc2Cl)CC1
→ ·	?
Cc1cc(NC(=O)CSc2nnc3c(C)cc4ccccc4n23)no1
→ ·	?

Reformatted: entries from further up.
CSc1ccccc1NC(=O)c1ccco1
  Lipid storage S3 cell count max: · | Lipid storage S3: ?

O=C(COC(=O)/C=C/c1ccc([N+](=O)[O-])cc1)NCc1ccccc1
  Lipid storage S3 cell count max: 11 | Lipid storage S3: 3%

CCOC(=O)c1ccc(NC(=O)c2nc(S(=O)(=O)Cc3ccccc3)ncc2Cl)cc1
  Lipid storage S3 cell count max: · | Lipid storage S3: ?

The list continues:
The line under a structure holds: Lipid storage S3 cell count max	Lipid storage S3
O=C(NCCNC(=O)c1cc(Cl)ccc1Cl)c1ccco1
→ ·	?
COc1cc(OC)c(-c2sc(Nc3ccccc3)n[n+]2-c2ccc(F)cc2)cc1OC
→ ·	?
CC1=NOC(=O)/C1=C/c1ccc(-c2ccc(Cl)cc2)o1
→ -13	i
CC(=O)NC(CC(=O)c1ccc([N+](=O)[O-])cc1)C(Cl)(Cl)Cl (centres undefined)
→ 6	-4%
CN(CCc1ccccn1)C(=O)CC1C(=O)NCCN1Cc1ccccc1C(F)(F)F (centres undefined)
→ 20	7%
COc1cc(CN2CC(=O)N(c3ccc(C)c(C)c3)C2=S)cc(OC)c1OC
→ ·	?
Cc1ccc(C(=O)Nc2ccncc2)cc1S(=O)(=O)N1CCOCC1
→ 7	2%
CCCC(=O)N1CC(=O)Nc2ccc(F)cc2C1c1ccccc1 (centres undefined)
→ ·	?
COc1ccnc(Oc2ccccc2)c1C(N)=O
→ -1	-1%
CN(C)/C=C/C(=O)c1cnc(-c2cccc(Cl)c2)s1
→ ·	?
Clc1ccc(OCc2nc(-c3ccncc3)no2)c(Br)c1
→ ·	?
Nn1c(SCc2cccc(F)c2)nnc1-c1cccnc1
→ 3	6%
O=[N+]([O-])c1cccc(/C=N\N2CCN(Cc3ccccc3Cl)CC2)c1
→ 6	4%
CN(C)C(=O)c1ccc(NC(=O)c2cccc(S(=O)(=O)N3CCCCCC3)c2)cc1
→ ·	?
Cc1c(O)c2c(=O)n(-c3ccccc3)c(-c3ccccc3)cc2oc1=O
→ 15	9%
O=C(CSc1ccccc1)Nc1cc(S(=O)(=O)N2CCOCC2)ccc1N1CCOCC1
→ ·	?
CCOC(=O)/C(C#N)=C1/CCCCCN1C
→ ·	?
COc1ccc(-c2coc3cc(OC4OC(CO)C(O)C(O)C4O)cc(O)c3c2=O)cc1 (centres undefined)
→ ·	?
CNC(=O)c1cc2c(=O)n3cc(C)ccc3nc2n(Cc2ccco2)c1=N
→ ·	18%
CCC(C)(C)NC(=O)CN(Cc1ccco1)C(=O)CCC(=O)Nc1nccs1
→ ·	?
C=CCN1C(=S)CC(c2ccccc2)=Nc2ccccc21
→ ·	?
Cc1cc(C(=O)Nc2ccc3c(c2)OCO3)cs1
→ 9	i
CSCCC(NC(=O)c1ccccc1)C(=O)NC1CCCC1 (centres undefined)
→ -18	i
ClC(Cl)(Cl)c1nc(N/N=C/c2ccncc2)c2ccccc2n1
→ ·	?
O=C(Nc1ccccc1Cl)c1ccccc1
→ 0	-1%
Cc1ccc(OC(C)C(=O)Nc2ccc3c(c2)n(C)c(=O)n3C)cc1C (centres undefined)
→ 24	3%
COc1ccc(N2CCN(C(CNC(=O)C(=O)NCC3CCCO3)c3ccco3)CC2)cc1 (centres undefined)
→ ·	?
Cc1ccc(Cl)cc1NC(=O)N[C@@H](CC(C)C)C(=O)O
→ ·	?
O=C1CN(C(=O)c2cccc(F)c2)C(c2ccc(F)cc2)c2cc(F)ccc2N1 (centres undefined)
→ ·	?
Cc1ccc2[nH]cc(C(=O)CN3CCN(c4ccccn4)CC3)c2c1
→ -1	-11%[9.22 µM]
O=C(Nc1ccccc1Cl)c1cccc(NC(=O)C2CCCC2)c1
→ -2	i
COc1ccc(Nc2nc(C)cc(C)c2C#N)cc1OC
→ ·	?
COc1ccc2nc(Sc3c([N+](=O)[O-])nc(C)n3Cc3ccccc3)[nH]c2c1
→ -19	i
COc1ccc(C2C(C#N)=C(C)NC3=C2C(=O)c2ccccc23)cc1 (centres undefined)
→ -16	i
Cc1ccc(-n2nc(C)c(C3C(C#N)=C(N)OC4=C3C(=O)CCC4)c2Cl)cc1 (centres undefined)
→ ·	?
CCCn1c2ccccc2c2nnc(SCC(=O)OC)nc21
→ ·	?
O=c1[nH]c(CCC2CCCC2)nc2ccccc12
→ ·	?
COc1ccccc1S(=O)(=O)Cc1ccc(C(=O)N2CCN(c3cccc(Cl)c3)CC2)o1
→ ·	?
O=C1c2ccccc2C(=O)N1C/C=C/CN1C(=O)c2ccccc2C1=O
→ ·	?
CC(C)C[C@H](NC(=O)c1nc[nH]c1C(=O)N1CCNCC1)C(=O)OC(C)(C)C
→ ·	?
O=C(/C=C/c1ccc(S(=O)(=O)N2CCOCC2)cc1)NCc1ccccc1F
→ ·	?
CCOCCCn1c(=S)[nH]c2cc(C(=O)NCCc3ccc(OC)c(OC)c3)ccc2c1=O
→ ·	?
CC12CC(c3ccccc3O1)C(C(=O)N1CCOCC1)C(=O)N2 (centres undefined)
→ -1	1%
Cc1cc(C)c(C)c(S(=O)(=O)N[C@@H](C)C(=O)OCC(N)=O)c1C
→ -24	-9%
CC(=O)Nc1ccc(NC(=O)CCCSc2nc3ccccc3s2)cc1
→ ·	?
COc1ccc(C(=O)NCCCn2ccnc2)cc1[N+](=O)[O-]
→ 3	1%
CC(=O)N1Cc2ccccc2CC1C(=O)OCC(=O)c1c(N)n(C)c(=O)n(C)c1=O (centres undefined)
→ ·	?
COCCNC(=O)CN(C(=O)CCC(=O)Nc1ccccn1)c1ccc(F)c(Cl)c1
→ ·	?
O=C(c1ccc2c(c1)OCO2)N1CCN(S(=O)(=O)c2ccccc2)CC1
→ 7	16%
COc1cccc(N2C(=NC(=O)CCc3ccccc3)SC3CS(=O)(=O)CC32)c1 (centres undefined)
→ -8	i
CC(C)c1ccc(NC(=O)N2CCC(c3nc4ccccc4o3)CC2)cc1
→ 0	0%
CCCCOc1ccc(NC(=O)C2CC=CCC2C(=O)O)cc1 (centres undefined)
→ -9	i
COc1ccc(NC(=O)CS(=O)CC(=O)NCC2OCCc3ccccc32)cc1 (centres undefined)
→ ·	?
Cc1nn(-c2ccccc2)c(C)c1/C=N/NC(=O)c1ccccc1NS(=O)(=O)c1cccs1
→ 3	11%
O=C1N/C(=C/c2ccc(Br)s2)C(=O)N1c1ccccc1
→ ·	?
Cc1nc(Cl)c(C(=O)NC(=O)Nc2cccc(C(F)(F)F)c2)c(C)c1[N+](=O)[O-]
→ ·	?
O=C(O)c1cc2nccc(-c3ccc(F)cc3)n2n1
→ ·	?
O=C1N=c2ccc(Br)cc2=C1c1sc(=S)n(NS(=O)(=O)c2ccccc2)c1O
→ ·	?
COc1ccc(Cc2nc(-c3ccccn3)no2)cc1OC
→ ·	?
